# DDE Tn6 FP inh = disrupts Tn6 cyclic peptide binding to fibrin D-Dimer-E complex | P02675 | Fibrin DD(E) TRITC-Tn6 fluorescence polarization displacement | inhibition, % at 8.3 µM | hit rate 0.21% among 370,000 | AID 720509;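 active = inhibition above a per-campaign cutoff: mean of compounds within control limits plus 3 SD, cut at about 15% in these data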;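 also: 0% = median of all compound wells on the plate and 100% = blocking peptide control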
# PLC-gamma1 inh = blocks human PLC-gamma1 enzyme activity; purified PLC-gamma1, fluorogenic substrate, fluorescence; inhibition, % at 12.2 µM; hit rate 0.84% among 370,000; in the data active = inhibition above about 9.5%
# ARFGAP1 inhibitor = inhibitors of rat ARFGAP1; Q62848; Arfgap1-stimulated ARF1 GTP hydrolysis, GDP FP detection; inhibition, % at 16.5 µM; hit rate 0.26% among 360,000; AID 651572;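 active = inhibition above a per-plate limit, mean inhibition of low control wells plus 3 SD, cut at about 25% in these data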;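 also: 0% = DMSO wells with enzyme and 100% = wells lacking Arfgap1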
# Target sequence (Q62848 1-136 limits assumed): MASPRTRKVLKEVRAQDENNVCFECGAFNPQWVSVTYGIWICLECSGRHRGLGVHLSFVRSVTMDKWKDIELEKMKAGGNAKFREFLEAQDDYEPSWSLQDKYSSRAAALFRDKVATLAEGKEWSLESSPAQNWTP
#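 Material – truncated rat Arfgap1 GAP domain · Buffer or medium – HEPES-based buffer, pH 7.5 · Reagent – human ARF1(Δ1-17)-GTP substrate · Dosing – 16.5 µM single point, 1.26% DMSO · Schedule – GTP hydrolysis reaction 2 h at 25 °C · Technique – GDP detection by fluorescence polarization · Benchmarks – No-Arfgap1 wells (100%) versus DMSO full-reaction wells (0%) · Repeats – single replicate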
# ADAM10 inh = ADAM10 inhibition, QFRET primary screen; O14672; recombinant ADAM10, EDANS/DABCYL FRET peptide cleavage, 3 h; inhibition, % at 7 µM; hit rate 0.62% among 370,000;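 active = inhibition above a per-campaign cutoff equal to the mean of compounds falling between control-based bounds plus 3 SD, cut at about 20% in these data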;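 also: 0% = DMSO wells while the 100% control is not disclosed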
# Target sequence (O14672 214-748 limits assumed): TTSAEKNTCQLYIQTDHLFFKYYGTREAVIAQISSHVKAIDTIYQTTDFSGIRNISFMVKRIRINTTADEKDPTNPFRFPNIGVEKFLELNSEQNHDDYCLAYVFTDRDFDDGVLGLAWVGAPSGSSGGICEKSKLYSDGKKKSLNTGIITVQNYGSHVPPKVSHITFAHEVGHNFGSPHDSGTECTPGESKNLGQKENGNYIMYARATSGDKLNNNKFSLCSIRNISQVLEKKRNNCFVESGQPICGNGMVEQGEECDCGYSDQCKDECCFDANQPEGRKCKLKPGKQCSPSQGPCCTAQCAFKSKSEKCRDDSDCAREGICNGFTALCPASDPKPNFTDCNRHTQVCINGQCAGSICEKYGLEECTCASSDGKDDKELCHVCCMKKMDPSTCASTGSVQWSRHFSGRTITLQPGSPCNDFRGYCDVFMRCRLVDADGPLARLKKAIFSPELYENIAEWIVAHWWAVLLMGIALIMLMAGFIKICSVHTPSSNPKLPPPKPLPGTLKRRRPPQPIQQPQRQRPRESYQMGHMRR
# KLK7 zymogen act = activates the human kallikrein-7 zymogen. hit rate 0.9% among 370,000. AID 652039. activation, % at 7 µM. purified proKLK7, EDANS-DABCYL substrate fluorescence; 100% is mature enzyme control, 0% vehicle. P49862;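 active = activation above the mean of all tested compounds plus 3 SD, computed per campaign excluding outliers beyond control limits, cut at about 13% in these data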
# LEDGF integ inh = blocks HIV-1 LEDGF/p75-dependent DNA integration; TR-FRET IN-LEDGF/p75 DNA integration, Eu/Cy5; inhibition, % at 3.7 µM; hit rate 0.64% among 370,000;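 active = inhibition above the screen-wide mean plus 3 SD, cut at about 13% in these data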;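 also: signal is the Cy5 over europium emission ratio at 671 and 618 nm; 0% = plate median of compound wells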
# ADAM17 inh = ADAM17 inhibition, QFRET primary screen; P78536; recombinant ADAM17, EDANS/DABCYL FRET peptide cleavage; inhibition, % at 6.95 µM; hit rate 0.83% among 370,000;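 active = inhibition above the mean of compounds lying between control limits plus 3 SD, set per campaign, cut at about 8.5% in these data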;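 also: 0% = DMSO-only wells as the low control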
# TDP2 absorb = TDP2 (human) inhibition, absorbance primary screen; O95551; hit rate 0.34% among 370,000; recombinant TDP2, T5PNP hydrolysis, p-nitrophenol absorbance 415 nm; inhibition, % at 12.8 µM;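 active = inhibition above the mean of all tested compounds plus 3 SD, set per campaign, cut at about 25% in these data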;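 also: 0% = DMSO with enzyme and 100% = buffer with substrate but no TDP2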
#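 System – recombinant human TDP2 · Amount – 120 nM TDP2 per well · Buffer or medium – Mg2+-containing Tris-HCl buffer, pH 7.5 · Reagent – T5PNP substrate, 5 mM · Dosing – 12.8 µM single point, 1% DMSO · Incubation – 2 h at 37 °C · Measured by – epi absorbance · Read-out basis – percent inhibition · Benchmarks – high control without enzyme, low control DMSO plus TDP2 · Repeats – singlicate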
# ASAP1 GAP inh = ASAP1 ArfGAP inhibition; Q9ULH1; ASAP1-stimulated ARF1 GTP hydrolysis, GDP FP detection; inhibition, % at 16.5 µM; hit rate 0.19% among 360,000; AID 624377; in the data active = inhibition above about 25%;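 also: 0% = vehicle with enzyme and substrate and 100% = no enzyme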
# Target sequence (Q9ULH1 325-724 limits assumed): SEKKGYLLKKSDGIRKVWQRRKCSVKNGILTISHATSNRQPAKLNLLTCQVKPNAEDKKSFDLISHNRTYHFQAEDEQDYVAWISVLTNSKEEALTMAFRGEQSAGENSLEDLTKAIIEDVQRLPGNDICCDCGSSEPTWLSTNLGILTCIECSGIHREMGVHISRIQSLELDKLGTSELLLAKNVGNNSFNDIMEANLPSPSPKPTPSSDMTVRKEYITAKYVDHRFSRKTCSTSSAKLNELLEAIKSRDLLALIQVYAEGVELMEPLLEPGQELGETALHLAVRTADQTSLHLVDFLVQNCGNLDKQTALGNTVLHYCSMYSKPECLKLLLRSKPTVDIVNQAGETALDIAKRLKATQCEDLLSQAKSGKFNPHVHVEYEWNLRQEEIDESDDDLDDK
# Tn7 DDE FP = disrupts Tn7 cyclic peptide binding to fibrin D-Dimer-E complex; P02675; FP displacement of FITC-Tn7 peptide from fibrin DD(E); 0% = median of compound wells per plate; inhibition, % at 8.3 µM; hit rate 0.13% among 370,000;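 active = inhibition above the mean of compounds falling within the control limits plus 3 SD of them, cut at about 14% in these data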;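 also: 0% = plate median of compound wells and 100% = 10 µM Aha-Tn7 peptide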
#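 Assay system: human fibrin DD(E). Input: DD(E) 2 µM final. Medium: Tris buffer with calcium and detergent, pH 7.8. Compound dosing: single point at 8.3 µM. Timing: 10 min plus 3 h, room temperature. Technique: fluorescence polarization of the labelled Tn7 tracer. Read-out: percent inhibition. Replicates: singlicate testing.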
# * = called active by the depositor; i = inactive.
1. CN1CCN(C(=S)NC(=O)c2ccc(Br)cc2)CC1
2. O=C(Nc1nc2ccccc2[nH]1)c1ccc(Br)o1
3. O=C(NCc1ccccc1)c1c(Cl)nc(Cl)c(Cl)c1Cl
4. Cc1ccc(OCC(=O)Nc2ccc(-c3nc4ncccc4o3)cc2)cc1
5. CC1(c2nnc(Cc3ccccc3)o2)CC(c2cccc(Cl)c2)=NO1 (centres undefined)
6. COc1cc(C2=NOC(C(=O)NCc3cccnc3)C2)cc(OC)c1OC (centres undefined)
7. COc1cccc(-n2c(SCC(=O)NCCC3=CCCCC3)nc3n[nH]c(C)c3c2=N)c1
8. CCOc1ccc(OCCNC(=O)c2cc(C3CC3)nc3c2cnn3C(C)C)cc1
Compound	1	2	3	4	5	6	7	8
DDE Tn6 FP inh	0	9	2	5	4	-2	8	-1
PLC-gamma1 inh	3	-10	1	-2	2	2	-10	-2
ARFGAP1 inhibitor	-10	-9	1	6	14	8	-4	-9
ADAM10 inh	7	-10	5	-21	3	12	-4	3
KLK7 zymogen act	-0.1	-0.9	0.8	-0.3	0.5	-0.6	10	0.2
LEDGF integ inh	6	1	0	-1	4	4	-4	-2
ADAM17 inh	-2	-6	-2	-15	4	-2	-1	2
TDP2 absorb	-8	0	9	4	-10	-7	-13	-4
ASAP1 GAP inh	4	3	-2	-1	20	0	-10	-6
Tn7 DDE FP	3	3	4	2	-1	0	10	-2

# Arranged by molecular weight (low to high): some entries from above
2. O=C(Nc1nc2ccccc2[nH]1)c1ccc(Br)o1
5. CC1(c2nnc(Cc3ccccc3)o2)CC(c2cccc(Cl)c2)=NO1 (centres undefined)
8. CCOc1ccc(OCCNC(=O)c2cc(C3CC3)nc3c2cnn3C(C)C)cc1
Compound	2	5	8
DDE Tn6 FP inh	9	4	-1
PLC-gamma1 inh	-10	2	-2
ARFGAP1 inhibitor	-9	14	-9
ADAM10 inh	-10	3	3
KLK7 zymogen act	-0.9	0.5	0.2
LEDGF integ inh	1	4	-2
ADAM17 inh	-6	4	2
TDP2 absorb	0	-10	-4
ASAP1 GAP inh	3	20	-6
Tn7 DDE FP	3	-1	-2

# Next part.
9. CC(=O)c1c(C)[nH]c(C(=O)CSc2nc3ccc(C)cc3[nH]2)c1C
10. CC(C)(C)NS(=O)(=O)c1ccc(NC(=S)NC(=O)C2CCC2)cc1
11. Nc1ccn(Cc2ccc(F)cc2)n1
12. COc1ccc(CC(=O)OCC(=O)NCCNC(=O)COC(=O)Cc2ccc(OC)cc2)cc1
13. Cc1ccc(CN2CCN(Cc3cnc(C)s3)CC2CCO)o1 (centres undefined)
14. S=c1[nH]nc(-c2cnccn2)n1-c1ccccc1
15. Cc1ccc(NC(=O)c2ccc(S(=O)(=O)N3CCCC3)cc2)cc1
16. O=C(O)c1ccc(N=NNc2cccc([N+](=O)[O-])c2)cc1
Compound	9	10	11	12	13	14	15	16
DDE Tn6 FP inh	-10	12	12	-9	-1	4	0	-5
PLC-gamma1 inh	4	0	4	-2	-2	1	1	-1
ARFGAP1 inhibitor	7	12	-21	-9	0	-5	7	7
ADAM10 inh	4	0	-2	1	-6	-12	0	0
KLK7 zymogen act	0.5	0.8	0.7	-0.7	0.2	0.0	0.5	-0.4
LEDGF integ inh	0	3	4	1	2	1	-2	-2
ADAM17 inh	8	-1	2	-1	-1	-6	-1	2
TDP2 absorb	-17	13	-2	-2	-2	2	-7	-5
ASAP1 GAP inh	6	8	-1	0	-4	-12	6	-7
Tn7 DDE FP	3	4	-3	-1	6	-1	-1	0

17. CCOc1ccc(/C=C(\C#N)C(=O)NC2CC2)c(OCC)c1
18. O=C(CCCn1c(=O)[nH]c2ccc(Br)cc2c1=O)NCc1ccc(Cl)cc1
19. C[C@H](NC(=O)c1ccccc1Cl)C(=O)OCCOc1cccc(Cl)c1
20. COc1ccccc1NC(=O)/C(=C\c1cccnc1)NC(=O)c1ccccc1
21. O=C(COC(=O)CNC(=O)c1ccc(Br)o1)Nc1ccc2c(c1)OCCO2
22. CSc1ccccc1C(=O)NCCCn1ccnc1
23. COc1ccc(-c2nnn(CC(=O)c3ccc4c(c3)OCCO4)n2)cc1OC
24. CC(C)C(NC(=O)c1cccs1)C(=O)NC1CCCCC1 (centres undefined)
Compound	17	18	19	20	21	22	23	24
DDE Tn6 FP inh	-2	3	-5	-2	1	4	1	9
PLC-gamma1 inh	2	-1	-1	1	0	-2	-4	-1
ARFGAP1 inhibitor	-3	6	9	-5	-8	-8	3	-10
ADAM10 inh	-3	-10	1	8	3	3	1	-14
KLK7 zymogen act	0.2	0.0	0.4	0.1	-0.2	-1.2	0.4	0.8
LEDGF integ inh	-2	-3	-2	3	3	9	-1	-2
ADAM17 inh	-3	-5	-2	-1	-2	0	-3	-4
TDP2 absorb	-6	1	6	-15	7	7	5	-4
ASAP1 GAP inh	-6	-7	0	3	9	-16	9	11
Tn7 DDE FP	0	-3	12	-1	5	0	7	-1

25. CCC(C)Cn1c(C(C)C)nc2ccccc21 (centres undefined)
26. CN(C(=O)COC(=O)c1cc([N+](=O)[O-])ccc1Sc1ccccc1)C1CCS(=O)(=O)C1 (centres undefined)
27. COc1ccc(/C=N/NC(=O)c2cccc(Br)c2)cc1COc1ccccn1
28. CC(C)(C)NC(=O)C1(N2C(=O)c3ccccc3C2=O)CCCC1
29. O=C(N/N=C/c1c(O)ccc2ccccc12)c1ccc[n+](CCO)c1
30. Clc1ccc(CN2CCN(c3ncc(Cc4ccccc4)cn3)CC2)cc1
31. CCOC(=O)c1cc2c(=O)n3ccccc3nc2n(CCOC)c1=NC(=O)c1ccncc1
32. CC12CCC(=O)N1C(C(=O)N1CCN(S(=O)(=O)c3cccc(C(F)(F)F)c3)CC1)CS2 (centres undefined)
Compound	25	26	27	28	29	30	31	32
DDE Tn6 FP inh	-1	-4	7	-3	-2	-6	3	2
PLC-gamma1 inh	2	-3	0	-4	-2	1	i	1
ARFGAP1 inhibitor	3	5	-3	12	6	-7	16	2
ADAM10 inh	4	-3	-1	-10	3	-2	i	-1
KLK7 zymogen act	-0.4	1.1	0.5	0.2	0.5	0.3	24*	-0.4
LEDGF integ inh	-4	5	0	2	-6	0	-1	-2
ADAM17 inh	-4	4	1	-2	1	7	i	-1
TDP2 absorb	-3	0	-3	-4	-1	-10	-2	10
ASAP1 GAP inh	-7	-9	10	5	9	-4	-14	-4
Tn7 DDE FP	9	4	5	0	4	-5	-5	5

33. O=C(CNc1cccc(Br)c1)Nc1ccc(S(=O)(=O)N2CCCCC2)cc1
34. CCCCCCCC(=O)NNC(=O)c1ccc(F)cc1
35. CCOC(=O)c1c(C)nc2sc(C(N)=O)c(N)c2c1-c1ccccc1
36. O=C(CCC(=O)N(CC(=O)NC1CCCCC1)Cc1ccccc1)Nc1ccccn1
37. C=CCNc1nc2c(c(=O)[nH]c(=O)n2C)n1CCOc1ccccc1
38. COc1ccc(C(C)(C)C)cc1NC(=O)CCN1C(=O)C2CCCCC2C1=O (centres undefined)
39. CCc1ccccc1NC(=O)CCCN1C(=O)C2CC=CCC2C1=O (centres undefined)
40. CC(=O)c1cccc(OCCN2C(=O)NC(C)(C)C2=O)c1
Compound	33	34	35	36	37	38	39	40
DDE Tn6 FP inh	-3	9	-7	4	-1	2	0	-3
PLC-gamma1 inh	7	2	-203	3	1	1	2	4
ARFGAP1 inhibitor	5	0	-2	11	-12	7	1	8
ADAM10 inh	27*	5	-8	4	-6	-14	-9	-1
KLK7 zymogen act	-0.1	-0.3	0.1	-0.1	-0.5	-0.3	0.0	0.7
LEDGF integ inh	1	-1	3	5	0	-2	1	4
ADAM17 inh	16*	-1	-4	0	1	-1	-3	-1
TDP2 absorb	3	-5	-4	3	9	-1	3	0
ASAP1 GAP inh	3	13	-21	-18	0	-11	2	1
Tn7 DDE FP	-3	0	3	-3	-9	7	-9	-2

41. NC(=O)C1=C[C@@H](c2ccccc2)C[C@@H](OCc2ccc(CO)cc2)O1
42. COC(=O)C1=C(C(=O)OC)[C@@H]2N(C)c3ccc(OC)cc3[C@@]23C[C@@H](C(=O)OC)N(C(=O)CC(C)C)C3=N1
43. COc1ccc(-c2csc(C(C)(O)c3ccc(OC)cc3)n2)cc1 (centres undefined)
44. CN(c1ccc(OCC(=O)N2CCCC2)cc1)S(=O)(=O)c1ccc(Cl)cc1
45. CCCCNC(=O)c1oc2ccc(S(=O)(=O)N3CCCC3)cc2c1C
46. CCCc1c(O)c2ccccc2n(-c2ccccc2)c1=O
47. Cc1ccc(C)c(NC(=O)CCCCCN2C(=O)[C@@H]3Cc4ccccc4CN3C2=O)c1
48. Cc1sc2ncn(CC(=O)N3CCN(c4ccccn4)CC3)c(=O)c2c1S(=O)(=O)N1CCCCC1
Compound	41	42	43	44	45	46	47	48
DDE Tn6 FP inh	-4	-9	0	-4	0	7	-2	4
PLC-gamma1 inh	-2	9.6*	0	1	0	-16	1	0
ARFGAP1 inhibitor	17	1	1	0	-7	10	-1	3
ADAM10 inh	-6	8	8	-9	-1	-71	4	-2
KLK7 zymogen act	-0.3	0.2	-0.2	-0.1	-0.1	1.5	-0.5	-0.1
LEDGF integ inh	5	0	-1	-9	-4	-2	2	-10
ADAM17 inh	-4	1	0	-4	0	-20	-2	-2
TDP2 absorb	7	-17	7	-3	7	-3	3	-7
ASAP1 GAP inh	2	-3	-11	-8	-8	-12	-15	0
Tn7 DDE FP	-3	3	-1	1	1	4	3	1

# In the list so far, these contain a Cl atom.
3. O=C(NCc1ccccc1)c1c(Cl)nc(Cl)c(Cl)c1Cl
5. CC1(c2nnc(Cc3ccccc3)o2)CC(c2cccc(Cl)c2)=NO1 (centres undefined)
18. O=C(CCCn1c(=O)[nH]c2ccc(Br)cc2c1=O)NCc1ccc(Cl)cc1
19. C[C@H](NC(=O)c1ccccc1Cl)C(=O)OCCOc1cccc(Cl)c1
30. Clc1ccc(CN2CCN(c3ncc(Cc4ccccc4)cn3)CC2)cc1
44. CN(c1ccc(OCC(=O)N2CCCC2)cc1)S(=O)(=O)c1ccc(Cl)cc1
Compound	3	5	18	19	30	44
DDE Tn6 FP inh	2	4	3	-5	-6	-4
PLC-gamma1 inh	1	2	-1	-1	1	1
ARFGAP1 inhibitor	1	14	6	9	-7	0
ADAM10 inh	5	3	-10	1	-2	-9
KLK7 zymogen act	0.8	0.5	0.0	0.4	0.3	-0.1
LEDGF integ inh	0	4	-3	-2	0	-9
ADAM17 inh	-2	4	-5	-2	7	-4
TDP2 absorb	9	-10	1	6	-10	-3
ASAP1 GAP inh	-2	20	-7	0	-4	-8
Tn7 DDE FP	4	-1	-3	12	-5	1

# Assay outcomes as filed in PubChem.
